MITF act = increases MITF-driven TRPM1 promoter luciferase signal; 300,000 tested, 0.75% active; AID 588334; SK-MEL-5 TRPM1-promoter luciferase, 24 h; % of positive control, neutral wells = 0; activation, % at 12.5 µM;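 active = mean activation of at least 80% with every replicate also reaching 80%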;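 also: 0% = neutral control wells and 100% = parthenolide positive control wells; values of inactives mirror those of a sister screen read the other way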
SR-BI HDL uptake = mouse SR-BI HDL lipid transfer inhibition; 320,000 tested, 0.96% active; Q61009; ldlA[mSR-BI] CHO cells, DiI-HDL uptake fluorescence, 3 h; inhibition, % at 12.5 µM;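 active = mean replicate inhibition of at least 70% and a set share of replicates each scoring 70 or more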;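 also: 0% = median of neutral control wells and 100% = median of positive control wells; values of inactives mirror those of a sister screen read the other way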
Target sequence (Q61009 whole entry, looked up): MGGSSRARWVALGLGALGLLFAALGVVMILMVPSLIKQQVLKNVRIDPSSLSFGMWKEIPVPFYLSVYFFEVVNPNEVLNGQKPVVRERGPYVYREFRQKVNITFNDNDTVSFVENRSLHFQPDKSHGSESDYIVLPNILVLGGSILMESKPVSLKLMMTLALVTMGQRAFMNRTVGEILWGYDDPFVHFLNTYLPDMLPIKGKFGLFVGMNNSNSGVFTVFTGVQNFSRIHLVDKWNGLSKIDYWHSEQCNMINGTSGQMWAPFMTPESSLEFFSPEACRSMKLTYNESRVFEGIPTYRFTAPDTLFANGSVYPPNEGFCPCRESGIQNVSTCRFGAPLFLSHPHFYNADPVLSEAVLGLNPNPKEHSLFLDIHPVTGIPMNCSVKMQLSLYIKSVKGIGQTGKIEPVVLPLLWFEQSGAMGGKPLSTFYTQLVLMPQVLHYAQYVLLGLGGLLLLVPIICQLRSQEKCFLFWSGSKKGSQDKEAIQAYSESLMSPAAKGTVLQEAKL
SR-BI uptake up = enhances SR-BI lipid uptake from DiI-HDL; CHO ldlA[mSR-BI] cells, DiI-HDL uptake fluorescence, 3 h; 100 = double the neutral-control signal; 320,000 tested, 0.096% active; activation, % at 12.5 µM;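 active = mean replicate activation of at least 60% and every replicate at or above 60%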;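 also: 0% = median plate neutral-control signal and 100% = twice that signal; values of inactives mirror those of a sister screen read the other way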
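Material – SR-BI-overexpressing, LDLR-lacking CHO cells · Medium – BSA-supplemented, HEPES-buffered Ham's F12, pH 7.4 · Doses – single concentration · Times – compound with DiI-HDL co-incubation, 3 h at 37 °C · Measured by – bottom-read fluorescence, 550/595 nm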
Rtt109 Vps75 = blocks Candida albicans Rtt109/Vps75 acetyltransferase activity. 330,000 tested, 0.16% active. Q5AAJ8. purified Rtt109/Vps75, ThioGlo CoA-SH fluorescence, 4 h. AID 540336. inhibition, % at 34.9 µM;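 active = inhibition of at least 50% in every replicate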
CAL PDZ FP-1 = CAL PDZ (human) peptide binding inhibition; purified CAL PDZ, TMR-peptide fluorescence polarization, 1 h; inhibition, % at 24.9 µM; 300,000 tested, 0.92% active; AID 602252;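 active = mean inhibition of at least 30% with at least half of replicates also reaching 30%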;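 also: 0% = DMSO neutral control and 100% = excess unlabeled competitor peptide PRC23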
dFosB activator = mouse delta FosB homodimer activation | P13346 | purified delta FosB, TAMRA-CDK5 oligo fluorescence polarization; percent of positive-control signal above neutral wells | activation, % at 25 µM | 340,000 tested, 0.99% active | AID 493131;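 active = mean activation above about 17%, with every replicate also reaching it, limit read from the data, passing the limit was not always enough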;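 also: fluorescence polarization rise as delta FosB binds a TAMRA Cdk5 AP-1 oligo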
Target sequence (P13346 whole entry, looked up): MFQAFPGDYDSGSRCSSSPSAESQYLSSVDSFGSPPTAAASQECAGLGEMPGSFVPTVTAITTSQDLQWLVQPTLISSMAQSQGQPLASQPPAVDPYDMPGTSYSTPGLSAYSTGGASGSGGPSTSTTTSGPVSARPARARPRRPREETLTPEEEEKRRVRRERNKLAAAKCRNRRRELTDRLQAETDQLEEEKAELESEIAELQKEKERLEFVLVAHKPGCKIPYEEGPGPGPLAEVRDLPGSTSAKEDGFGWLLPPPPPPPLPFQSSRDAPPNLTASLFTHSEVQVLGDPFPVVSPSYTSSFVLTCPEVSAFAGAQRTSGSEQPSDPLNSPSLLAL
PfHsp90 set2 = reduces growth (ATP signal) of yeast expressing P. falciparum Hsp90; S. cerevisiae expressing PfHsp90, BacTiter-Glo ATP, 48 h; yeast lacking PDR1 and PDR3 efflux regulators; inhibition, % at 9.4 µM; 310,000 tested, 0.32% active; AID 504621;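 active = every replicate shows inhibition above about 80%, whatever the replicate mean, limit read from the data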;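 also: 0% = DMSO neutral controls and 100% = 20 µM radicicol positive controls; yeast relying on Plasmodium falciparum Hsp90 in place of its own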
CAL PDZ FP-2 = inhibitors of human CAL PDZ peptide binding; inhibition, % at 20 µM; purified CAL PDZ, TMR-peptide fluorescence polarization, 1 h; Q9HD26; 330,000 tested, 0.02% active; AID 504414;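 active = highest replicate inhibition of at least 40%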;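 also: plate controls were DMSO neutral control wells for no effect and unlabeled competitor peptide control wells for full effect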
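material = purified tagged CAL PDZ domain construct (CerCALP) | buffer or medium = sodium phosphate/NaCl buffer pH 7.4 with TCEP, IgG, Thesit | reagent = TMR-labelled reporter peptide T*-PRC34 bound in PDZ groove | incubation = 1 h room-temperature incubation prior to read | measured by = fluorescence polarization (mP) | evaluation = percent inhibition from loss of millipolarization | control set = unlabelled peptide and DMSO controls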
NSD2 HMT inh = NSD2 (human) methyltransferase inhibition | NSD2 peptide methylation, AlphaScreen, 120 min | inhibition, % at 12.5 µM | 310,000 tested, 0.54% active | AID 743445; in the data active = inhibition above about 50%
PvdQ acylase = P. aeruginosa PvdQ acylase inhibition; 340,000 tested, 0.063% active; purified PvdQ acylase, fluorescence plate reader; inhibition, % at 10 µM; in the data active = inhibition above about 30%, passing the limit was not always enough;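 also: 0% = vehicle neutral wells and 100% = reference inhibitor wells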
* hit, by the source's call; . = no result given.

MITF act | NSD2 HMT inh | SR-BI uptake up | SR-BI HDL uptake | PfHsp90 set2 | Rtt109 Vps75 | PvdQ acylase | dFosB activator | CAL PDZ FP-2 | CAL PDZ FP-1 | SMILES
5 | -3 | 16 | -16 | 0 | -2 | -11 | 0 | 0.4 | -1 | CCCOc1ccc(-c2nc(-c3ccc([N+](=O)[O-])cc3)cs2)cc1
. | . | -2 | 2 | . | . | -14 | 0 | -1.2 | 3 | O=C1CN(S(=O)(=O)c2ccc(Cl)cc2)CC(=O)N1CCc1ccccc1
-3 | -2 | 9 | -9 | . | -18 | -7 | -4 | -2.6 | -4 | COc1ccc(Cl)cc1CN1CCN(c2nc(C)cc(C)c2C#N)CC1
13 | 21 | 5 | -5 | 7 | 1 | -8 | 3 | -0.1 | -4 | Cc1cccn2c(=O)c3cc(C(N)=S)c(=N)n(CCCN4CCOCC4)c3nc12
-2 | -1 | 13 | -13 | -8 | -3 | -5 | 3 | 0.1 | . | Cc1cc(C)cc(C(=O)NCCC(=O)NCc2cc(=O)n(C)c(=O)n2C)c1
2 | -1 | 10 | -10 | 5 | 2 | -3 | 6 | 0.4 | 0 | CC(C)NS(=O)(=O)c1ccc(CCC(=O)N2CCCCC2)cc1
12 | -1 | -70 | 70 | -3 | 5 | -13 | -5 | . | -2 | Fc1ccc(COc2ccc(Cl)cc2/C=N/Nc2nc(N3CCCC3)nc(N3CCCC3)n2)cc1
8 | -4 | 13 | -13 | -33 | 10 | 11 | -15 | -2.3 | -3 | O=S(=O)(c1cccc(-c2nc3n(n2)Cc2ccccc2-3)c1)N1CCCC1
11 | -5 | -9 | 9 | 6 | . | -13 | 4 | -1.3 | 0 | COC(=O)COc1ccc(S(=O)(=O)Nc2ccccc2C(=O)OC)cc1
-3 | -3 | 12 | -12 | -4 | 0 | -5 | -3 | -1.5 | 3 | COc1ccccc1N(CC(O)CN1C(C)CCCC1C)S(=O)(=O)c1ccccc1 (stereo unspecified)
-3 | -4 | 15 | -15 | 1 | 2 | 2 | 1 | -0.7 | -2 | COc1ccc(C(CC(=O)c2ccccc2)C2CCCCC2=O)cc1 (stereo unspecified)
-4 | . | 17 | -17 | -10 | -3 | -17 | 0 | 0.3 | -2 | Cc1ccc(S(=O)(=O)N2[C@@H](c3ccc4c(c3)OCO4)C(C(=O)O)=C[C@H]2C(C)(C)C)cc1
9 | -1 | 8 | -8 | 8 | -1 | -12 | -7 | -2.3 | -5 | O=C(Nc1nc(-c2ccc(Cl)cc2Cl)cs1)c1ccc(OCC2CCCO2)cc1 (stereo unspecified)
-6 | . | -22 | 22 | 0 | -1 | -6 | -5 | -0.5 | -2 | Cc1cccc(CCN2C(N(C)C)=NC[C@@H]2C)c1
8 | -1 | 33 | -33 | 34 | -3 | -16 | -3 | -2.3 | 2 | Cc1ccc(S(=O)(=O)N2CCCOC2CNC(=O)C(=O)NCc2ccncc2)cc1 (stereo unspecified)
-86 | 0 | 1 | -1 | 124* | 9 | -14 | -7 | -0.5 | 4 | Oc1c(CN2CCN(c3ccccc3)CC2)cc(Br)c2cccnc12
-28 | -12 | -42 | 42 | -13 | -2 | -9 | 1 | -2.9 | -1 | O=C(Nc1c(F)cccc1F)c1cnc(N2CCN(c3ccccn3)CC2)c2ccccc12
4 | 1 | 19 | -19 | -23 | -1 | -9 | 2 | . | 0 | O=C(O)c1cc(C(=O)C2CC2)c[nH]1
1 | 4 | 12 | -12 | . | -6 | -8 | -6 | 0.4 | 3 | Cc1c(NC(=O)COC(=O)c2ccccc2Cl)c(=O)n(-c2ccccc2)n1C
13 | 5 | 25 | -25 | 3 | -6 | 1 | 5 | -0.6 | 5 | O=C1NCCCC1C(=O)NCCN1C(=O)CCC1=O (stereo unspecified)
. | -2 | 9 | -9 | . | 6 | -9 | -3 | -0.1 | . | CCCC1C2C(=O)N(c3ccccc3)C(=O)C2ON1c1ccccc1 (stereo unspecified)
12 | 16 | 7 | -7 | -1 | 3 | 8 | 3 | 0.6 | -2 | Cc1ccc(CCN2CC(C(=O)NC3CCCC3)CC2=O)cc1 (stereo unspecified)
-5 | 1 | 8 | -8 | 3 | 2 | -5 | -3 | -0.3 | -2 | CCN(CC)C(=O)c1cn(-c2cccc(OC)c2)c(=O)c2ccccc12
92* | . | -43 | 43 | -7 | 3 | -3 | -15 | 1.0 | 3 | O=c1oc(CCCO)cc2ccc(/C=C/c3cccc([N+](=O)[O-])c3)cc12
36 | 5 | . | . | -13 | 6 | -6 | -5 | -7.0 | -2 | O=C(CSc1nnc(-c2ccccc2F)o1)N1CCCC1
. | . | 5 | -3 | 31 | -23 | -14 | 3 | -0.5 | . | O=C(c1ccc2nc(N3CCOCC3)sc2c1)N1CCN(C(=O)c2ccco2)CC1
6 | -2 | 11 | -11 | -68 | 13 | 6 | -4 | 0.0 | 2 | COc1cc(/C=N/n2cnnc2)ccc1OC(=O)c1cccnc1
-24 | 5 | -4 | 4 | -10 | -10 | -18 | -2 | -3.1 | -4 | Cc1ccn(C(C)CC(=O)N2CCc3ccccc32)n1 (stereo unspecified)
10 | . | -10 | 10 | 2 | 17 | -5 | 0 | -0.3 | 6 | NC(=O)CC(NC(=O)Cc1ccc(Cl)cc1)c1ccc(NC2CCN(Cc3ccccc3)CC2)c([N+](=O)[O-])c1 (stereo unspecified)
5 | 62* | 44 | -44 | -21 | -1 | -5 | -7 | -4.1 | -7 | COc1cc(/C=C2\C(=N)N3N=C(S(C)(=O)=O)SC3=NC2=O)ccc1OC(=O)c1cccs1

MITF act | NSD2 HMT inh | SR-BI uptake up | SR-BI HDL uptake | PfHsp90 set2 | Rtt109 Vps75 | PvdQ acylase | dFosB activator | CAL PDZ FP-2 | CAL PDZ FP-1 | SMILES
-13 | 1 | -24 | 24 | -16 | -3 | -17 | -1 | -0.5 | -10 | CS(=O)(=O)c1ccc(Cl)c(C(=O)Nc2ccc3nc(N4CCOCC4)sc3c2)c1
-3 | 0 | -5 | 5 | -3 | -3 | -4 | 0 | 0.2 | -4 | COc1ccc(C2C(C(=O)c3cccs3)=C(O)C(=O)N2c2cccc(C)n2)cc1OC (stereo unspecified)
. | . | -2 | 2 | . | -1 | -13 | -8 | -2.4 | -21 | CCn1cc(C(=O)NCCCOC)c2cc(OC)c(OC)cc2c1=O
. | -1 | -2 | 2 | -27 | -3 | -1 | -2 | -1.2 | -7 | Cc1ccc(-c2cc(=O)[nH]c3ccccc23)cc1
-9 | 0 | 2 | -2 | 6 | 23 | 8 | -9 | -2.1 | -4 | Cc1ccc(C(C)C)cc1OCC(=O)Nc1ccccc1N1CCCC1
-10 | 0 | 13 | -13 | 10 | 2 | -12 | 11 | -3.4 | -1 | CC(C)CNC(=O)c1cccc(NC(=O)Cc2ccc(Br)cc2)c1
-17 | . | . | . | 38 | -16 | -18 | -2 | -2.1 | -3 | CC(C)(C)C(=O)NC(=S)NNC(=O)c1ccc(Cl)cc1Cl
-20 | 3 | 6 | -6 | 26 | . | -5 | -4 | -2.8 | -4 | CCCc1cc(NC(=O)CCl)n(-c2ccccc2)n1
8 | 3 | -12 | 12 | -3 | 4 | 4 | -4 | 0.5 | -4 | O=C(NCCC(=O)N1CCN(Cc2c(F)cccc2Cl)CC1)c1ccc(Cl)cc1
-9 | 1 | 11 | -11 | . | 5 | -20 | -5 | -3.8 | -3 | O=c1c2ccccc2nnn1CSc1ncnc2ccccc12
1 | 39 | 2 | -2 | 1 | 13 | 13 | -12 | -0.4 | -3 | O=C(O)/C(CC(=O)c1ccc(Cl)cc1)=N/Nc1ccc([N+](=O)[O-])cc1[N+](=O)[O-]
1 | -3 | -13 | 13 | -24 | 4 | -12 | -6 | 1.1 | -2 | CCOC(=O)N1CCN(S(=O)(=O)c2cc([N+](=O)[O-])c(C)cc2C)CC1
-15 | 1 | -16 | 16 | 4 | 6 | -14 | -11 | -0.1 | . | Cc1nc2c(C(=O)NCc3ccc4c(c3)OCO4)cnn2c(C)c1Cc1ccc(F)cc1Cl
-2 | -101 | 11 | -11 | -9 | -7 | -11 | 4 | -1.5 | 44* | C/C(=N\N1C(=O)CSC1=S)c1ccc(Br)cc1
-1 | 0 | -18 | 18 | 28 | 0 | -18 | 3 | 0.5 | -2 | O=C(COC(=O)COc1cccc(C(F)(F)F)c1)NC1CCS(=O)(=O)C1 (stereo unspecified)
0 | 11 | 10 | -10 | 7 | 3 | 3 | -3 | -1.1 | -4 | CCOC(=O)C1CSC(CC(=O)Nc2ccc(OC(F)(F)F)cc2)C(=O)N1 (stereo unspecified)
-9 | 0 | 0 | 0 | -26 | -5 | -4 | 5 | -0.1 | -2 | COc1ccc(-n2c(=O)cc(N3CCc4ccccc43)[nH]c2=O)cc1
-7 | 50 | -14 | 14 | 24 | -7 | -12 | -1 | 1.6 | 0 | CCOC(=O)c1c(CN(C)C)n(C)c2c(O)c(N=NC(N)=O)c3ccc(Br)cc3c12
12 | -1 | 0 | 0 | 8 | -6 | -6 | -2 | -2.1 | -1 | O=C(c1ccc(-c2nnc(-c3ccccc3)o2)cc1)N1CCCCCC1
15 | . | 2 | -2 | 7 | -2 | 10 | 0 | -0.5 | -3 | CN(c1ccccc1)S(=O)(=O)c1ccccc1Br
-8 | 1 | 14 | -14 | -25 | 2 | -12 | -4 | -2.3 | 0 | CCCC(C(=O)c1ccccc1)n1cncn1 (stereo unspecified)
-31 | . | 23 | -23 | -12 | -17 | -15 | -12 | . | -6 | O=C(CSc1nnnn1C1CC2CCC1C2)Nc1ccnc2ccccc12 (stereo unspecified)
-4 | -3 | -6 | 6 | 9 | -3 | 3 | -7 | -1.4 | 5 | NS(=O)(=O)c1ccc(CCNC(=O)COC(=O)CC(c2ccccc2)c2ccccc2)cc1
3 | 0 | -28 | 28 | . | -4 | -3 | 2 | -2.1 | -3 | O=[N+]([O-])c1cccc(-c2cn(-c3ccccc3)c(=S)[nH]2)c1
-68 | 26 | -32 | 32 | -8 | 33 | -3 | 27* | 1.3 | -7 | CCCCN1/C(=C/c2ccc3ccccc3[n+]2CC)Sc2ccccc21
-16 | 0 | . | . | -11 | 3 | -9 | -9 | -1.7 | 1 | CCC(=O)N(CCC(c1ccccc1)c1ccco1)Cc1cccs1 (stereo unspecified)
4 | -2 | 13 | -13 | . | -9 | -14 | -5 | -1.3 | -3 | O=C(COC(=O)c1cccc(O)c1)Nc1nnc(-c2ccccc2)o1

Laid out differently: results already given.
> CCCC(C(=O)c1ccccc1)n1cncn1 (stereo unspecified)
- MITF act: -8
- NSD2 HMT inh: 1
- SR-BI uptake up: 14
- SR-BI HDL uptake: -14
- PfHsp90 set2: -25
- Rtt109 Vps75: 2
- PvdQ acylase: -12
- dFosB activator: -4
- CAL PDZ FP-2: -2.3
- CAL PDZ FP-1: 0

> O=C(CSc1nnnn1C1CC2CCC1C2)Nc1ccnc2ccccc12 (stereo unspecified)
- MITF act: -31
- NSD2 HMT inh: .
- SR-BI uptake up: 23
- SR-BI HDL uptake: -23
- PfHsp90 set2: -12
- Rtt109 Vps75: -17
- PvdQ acylase: -15
- dFosB activator: -12
- CAL PDZ FP-2: .
- CAL PDZ FP-1: -6

Source: PubChem BioAssay (Broad Institute)
